# HGIII-sPLA2 inh: Inhibits HGIII-sPLA2 liposome hydrolysis, primary screen. Q9NZ20. QFRET BODIPY PC-A2 liposome hydrolysis, fluorescence. inhibition, % at 12.2 µM. hit rate 0.56% among 370,000. AID 743126;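 active = inhibition above mean plus 3 SD of compounds lying within the high and low control bounds, cut at about 19% in these data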;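 note: 0% = median of test compound wells and 100% = no enzyme DMSO wells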
# ARFGAP1 inh: inhibitors of rat ARFGAP1. Q62848. Arfgap1-stimulated ARF1 GTP hydrolysis, GDP FP detection. inhibition, % at 16.5 µM. hit rate 0.26% among 360,000. AID 651572;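 active = inhibition above a per-plate limit, mean inhibition of low control wells plus 3 SD, cut at about 25% in these data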;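 note: 0% = DMSO wells with enzyme and 100% = wells lacking Arfgap1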
# Target sequence (Q62848 1-136 limits assumed): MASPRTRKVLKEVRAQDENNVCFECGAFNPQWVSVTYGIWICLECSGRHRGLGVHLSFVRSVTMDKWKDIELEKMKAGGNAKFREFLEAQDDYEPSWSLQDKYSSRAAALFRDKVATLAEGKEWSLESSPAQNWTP
#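 Material – truncated rat Arfgap1 GAP domain · Buffer or medium – HEPES-based buffer, pH 7.5 · Reagent – human ARF1(Δ1-17)-GTP substrate · Dosing – 16.5 µM single point, 1.26% DMSO · Schedule – GTP hydrolysis reaction 2 h at 25 °C · Technique – GDP detection by fluorescence polarization · Benchmarks – No-Arfgap1 wells (100%) versus DMSO full-reaction wells (0%) · Repeats – single replicate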
# KLK7 zymogen act: proKLK7 (human) activation, primary screen | hit rate 0.9% among 370,000 | activation, % at 7 µM | P49862 | purified proKLK7, EDANS-DABCYL substrate fluorescence; 100% is mature enzyme control, 0% vehicle;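 active = activation above the mean of all tested compounds plus 3 SD, computed per campaign excluding outliers beyond control limits, cut at about 13% in these data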
# Target sequence (P49862 whole entry, looked up): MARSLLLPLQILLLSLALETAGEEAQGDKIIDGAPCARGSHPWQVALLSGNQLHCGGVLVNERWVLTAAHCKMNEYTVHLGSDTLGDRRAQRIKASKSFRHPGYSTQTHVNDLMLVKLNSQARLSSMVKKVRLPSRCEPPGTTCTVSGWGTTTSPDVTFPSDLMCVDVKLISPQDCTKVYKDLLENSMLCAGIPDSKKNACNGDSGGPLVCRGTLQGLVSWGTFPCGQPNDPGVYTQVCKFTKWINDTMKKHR
# NPR1 activator: GC-A (human) enzyme activation; P16066; HEK293 GC-A cells, cGMP TR-FRET, EC30 ANP; 0% at EC30 ANP, 100% saturating ANP; activation, % at 10 µM; hit rate 0.14% among 370,000; in the data active = activation above about 40%
# FXN GAA850 act: increases GAA850 frataxin promoter reporter activity | hit rate 0.56% among 360,000 | AID 540364 | activation, % at 6 µM | HEK293 lucGAA850 FXN promoter luciferase reporter, 24 h; percent of 10 µM SAHA response;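 active = activation above the average of all compounds screened plus 3 SD, cutoff fixed separately per campaign, cut at about 7.5% in these data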;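 note: 0% = DMSO wells and 100% = 10 µM SAHA wells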
# Tn6 DDE FP: DD(E)-Tn6 binding inhibition, primary FP screen | P02675 | Fibrin DD(E) TRITC-Tn6 fluorescence polarization displacement | inhibition, % at 8.3 µM | hit rate 0.21% among 370,000;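 active = inhibition above a per-campaign cutoff: mean of compounds within control limits plus 3 SD, cut at about 15% in these data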;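 note: 0% = median of all compound wells on the plate and 100% = blocking peptide control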
# Target sequence (P02675 whole entry, looked up): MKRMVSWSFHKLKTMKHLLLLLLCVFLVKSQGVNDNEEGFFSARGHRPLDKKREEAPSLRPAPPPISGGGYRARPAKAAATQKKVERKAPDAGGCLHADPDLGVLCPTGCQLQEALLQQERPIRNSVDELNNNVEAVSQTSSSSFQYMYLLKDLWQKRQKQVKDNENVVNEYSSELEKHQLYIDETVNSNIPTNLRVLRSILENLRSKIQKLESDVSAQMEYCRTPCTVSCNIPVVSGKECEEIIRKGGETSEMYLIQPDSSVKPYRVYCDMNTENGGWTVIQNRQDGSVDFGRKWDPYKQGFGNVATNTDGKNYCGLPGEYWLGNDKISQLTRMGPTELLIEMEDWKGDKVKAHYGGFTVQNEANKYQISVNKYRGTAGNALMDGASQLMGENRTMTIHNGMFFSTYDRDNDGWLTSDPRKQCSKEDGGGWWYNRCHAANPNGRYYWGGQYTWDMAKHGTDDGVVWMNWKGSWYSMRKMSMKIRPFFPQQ
# ASAP1 GAP inh: ASAP1 ArfGAP inhibition | ASAP1-stimulated ARF1 GTP hydrolysis, GDP FP detection | inhibition, % at 16.5 µM | hit rate 0.19% among 360,000; in the data active = inhibition above about 25%;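 note: 0% = vehicle with enzyme and substrate and 100% = no enzyme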
# ADAM10 inh: inhibitors of human ADAM10; O14672; hit rate 0.62% among 370,000; recombinant ADAM10, EDANS/DABCYL FRET peptide cleavage, 3 h; inhibition, % at 7 µM; AID 720582;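 active = inhibition above a per-campaign cutoff equal to the mean of compounds falling between control-based bounds plus 3 SD, cut at about 20% in these data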;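 note: 0% = DMSO wells while the 100% control is not disclosed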
# rCAG RNA binder: r(CAG) repeat RNA binding. inhibition, % at 3 µM. AID 651821. TO-PRO-1 dye displacement fluorescence. hit rate 1.3% among 370,000;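 active = inhibition above the plate cutoff, the mean of all test compounds on that plate plus 3 SD, cut at about 35% in these data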;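 note: 0% = DMSO alone and 100% = 100 µM mitoxantrone as full dye displacement; higher means more dye released from RNA so lower well fluorescence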
# NPR2 activator: GC-B (human) receptor activation | HEK293-GC-B cells, CNP EC30, cGMP TR-FRET; 0% at EC30 CNP, 100% saturating CNP | activation, % at 10 µM | hit rate 0.11% among 370,000;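 active = activation at 10 µM reaching about 35% in either raw or pattern-adjusted values, limit read from the data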
# An asterisk follows results filed as active; i = inactive; · = no result given; & = joins results of further samples; ! = repeats disagree.
# The first 2 entries, to show the layout:
mol	HGIII-sPLA2 inh	ARFGAP1 inh	KLK7 zymogen act	NPR1 activator	FXN GAA850 act	Tn6 DDE FP	ASAP1 GAP inh	ADAM10 inh	rCAG RNA binder	NPR2 activator
CC(C)CCOc1ccc(C(CC(N)=O)C(=O)O)cc1 (stereo not given)	-6	-13	0.4	1	-2.6	-1	-2	1	3	0
COC(=O)c1cc(NC(=S)NC(=O)c2ccccc2)ccc1N1CCOCC1	12	17	0.8	5	1.9	2	-3	14	-4	-3

# The list itself, repeating the preview:
mol	HGIII-sPLA2 inh	ARFGAP1 inh	KLK7 zymogen act	NPR1 activator	FXN GAA850 act	Tn6 DDE FP	ASAP1 GAP inh	ADAM10 inh	rCAG RNA binder	NPR2 activator
CC(C)CCOc1ccc(C(CC(N)=O)C(=O)O)cc1 (stereo not given)	-6	-13	0.4	1	-2.6	-1	-2	1	3	0
COC(=O)c1cc(NC(=S)NC(=O)c2ccccc2)ccc1N1CCOCC1	12	17	0.8	5	1.9	2	-3	14	-4	-3
CCCCCCCCCn1ccc(=N)cc1	0	-6	-0.5	2	-8.4	7	-6	-7	1	2
O=C(COc1ccc(/C=N/NC(=O)c2ccccc2Br)cc1)Nc1ccccc1	-5	-5	0.3	2	-1.6	-5	-2	8	2	3
Cc1cccc(NC(=O)CSc2nnc(NC(=O)c3ccc(S(=O)(=O)N4CCOCC4)cc3)s2)c1C	-1	-11	-0.4	-2	·	2	5	3	3	-6
CCn1c(=O)c2sccc2n2c(CCCC(=O)NC3CCN(Cc4ccccc4)CC3)nnc12	0	3	0.3	2	1.8	5	-6	-4	-2	-3
COC(=O)CN1C(=S)N(c2ccc(Cl)cc2)C(=O)C1CC(=O)Nc1ccc(F)cc1 (stereo not given)	-36	1	-0.1	1	-2.1	4	10	34*	6	-2
C[C@H](CO)N1C[C@H](C)[C@@H](CN(C)C(=O)Nc2ccc(C(F)(F)F)cc2)Oc2ccc(NC(=O)c3ccncc3)cc2C1=O	-6	3	0.0	1	-1.5	1	9	4	-5	4
COc1ccc2c(c1)cc(C(O)c1ccccn1)n2S(=O)(=O)c1ccccc1 (stereo not given)	2	4	0.6	-13	3.8	1	6	-4	2	-12
O=C(CCCNC(=O)/C(=C/c1ccc(F)cc1)NC(=O)c1ccccc1)OCc1ccccc1	-7	-1	0.8	-4	-2.3	-2	4	-8	0	0
COc1ccc(OCC(=O)Nc2cccc(OC)c2)cc1	-7	-13	-0.4	-1	2.0	-3	1	7	-2	-2
CCSc1nnc(Cc2cc(=O)[nH]c(=O)[nH]2)n1-c1ccc(Cl)cc1	-24	30*	-1.1	2	-1.1	-9	1	-7	4	2
O=C(Nc1ccccc1)c1ccccc1OCc1ccc(F)cc1	-1	6	0.5	-2	1.4	-3	-10	8	1	2
O=C(COc1ccc(Br)cc1)NCCO	-1	10	0.1	-1	3.3	-1	5	1	1	-2
COc1ccc(OC)c(S(=O)(=O)CC(O)COc2ccccc2Cl)c1 (stereo not given)	1	0	-0.7	-3	0.8	0	13	-15	-6	-2
COc1cc(NC(=O)c2ccco2)c(OC)cc1NC(=O)CCC(=O)Nc1cc(C)cc(C)c1	-17	13	-20	8	-1.6	1	0	-44	10	1
Cc1ccc(CSc2nnc(NC(=O)Cn3cnc4ccccc4c3=O)s2)cc1	-5	3	-0.4	1	-1.7	-7	-2	-4	13	-2
CC(=O)c1sc2nc(-c3ccc(C)cc3)c3c(c2c1N)CCCC3	-14	1	-16	7	2.4	-1	-14	-263	7	-3
CCOC(=O)c1cc(-c2ccccc2)sc1NC(=O)C(C)Sc1nnc(C)s1 (stereo not given)	-24	12	0.1	-3	0.5	-6	12	3	-1	0
CCOC(=O)c1ccc(NS(=O)(=O)c2ccc3c(c2)n(C)c(=O)n3C)cc1	-1	10	0.3	4	0.7	2	2	-14	8	0
Clc1nc(NCCc2ccccc2)c2cn[nH]c2n1	-10	-8	-0.1	6	5.6	2	-4	-4	4	-4
O=C(COC(=O)/C=C/c1ccc2c(c1)OCO2)Nc1ccccc1	-5	10	-3.8	4	1.1	-7	-2	-96	-1	2
Fc1cnc(N/N=C/c2ccc(-c3ccc(Br)cc3)o2)nc1N1CCOCC1	9	0	-0.5	3	0.9	5	5	-3	0	2
C[C@H](NC(=O)c1ccco1)C(=O)Nc1cccc([N+](=O)[O-])c1	4	7	-0.3	3	1.4	0	-6	-8	0	2
CC(C)(C)OC(=O)N1CCC(C(=O)Nc2cccc(C(=O)NCCCCc3ccccc3)c2)CC1	-4	-8	0.1	0	-2.0	4	-18	-10	0	3
CC(C)(C)S(=O)(=O)c1cnc(-c2ccc(Cl)cc2)nc1N	3	-6	-0.3	3	4.5	6	-7	5	0	-1
C=C(C)Cn1c(SCC#N)nc2ccccc2c1=O	1	-2	0.5	4	2.5	0	5	-3	-2	2
O=C1C2C3C=CC(C2C(=O)N1C1CCCCC1)C1C(=O)N(C2CCCCC2)C(=O)C31 (stereo not given)	-4	-1	0.3	11	0.9	4	7	-4	-3	10
COC(=O)CSc1nnc(CNC(=O)c2cc(OC)c(OC)c(OC)c2)n1C	2	-9	0.2	5	1.1	-3	-8	0	-4	4
CC(C)(C)OC(=O)N1CCC(N[C@@H](Cc2c[nH]c3ccccc23)C(=O)NCC(c2ccccc2)c2ccccc2)(C(=O)NC2CCCCC2)CC1	-73	·	·	-4	·	-8	·	14	·	1
CC1CN(S(=O)(=O)c2cccc(C(=O)NCC(c3cccs3)N3CCOCC3)c2)CC(C)O1 (stereo not given)	8	5	-0.6	-1	-1.0	-1	10	-21	-1	0
NC(=O)[C@@H]1CCCN1Cc1nc(Cc2cccc(C(F)(F)F)c2)no1	-3	5	-0.9	1	-0.2	12	-9	8	-1	-1
CCOC(=O)C1CCN(C(=O)c2ccc(N3CCCC3=O)cc2)CC1	2	-8	0.2	0	-0.8	3	-7	4	0	-2
CCCN1C2CCCC1CC(NC(=O)c1ccc(OC)cc1)C2 (stereo not given)	2	-8	-0.1	-1	1.3	-1	-6	-2	-1	0
O=C(Nc1cccnc1Cl)c1cc(-c2ccc(Cl)cc2)on1	-3	-8	0.2	3	4.4	-6	-1	0	1	2
CCCOc1ccc(CNC(=S)NCc2ccc(OC(C)C)cc2)cc1	17	-6	-0.1	-3	1.7	6	2	-3	0	-2
CC1(C)C[C@H]2C3=CCC4[C@@]5(C)CC[C@H](O)[C@@](C)(CO)C5CC[C@@]4(C)[C@]3(C)C[C@@H](O)[C@@]2(CO)[C@@H](O)[C@@H]1O (stereo not given in full)	0	-9	-1.4	0	-5.6	7	9	-4	1	21
Cn1c(=O)c2c(c3ccccc31)OC(C)(C)CC2	-4	-4	-0.9	1	-0.4	7	-5	-7	-8	7
C=CCn1c(SCC(=O)NC2CCS(=O)(=O)C2)nc2sc(CC)cc2c1=O (stereo not given)	4	10	-0.1	-5	2.5	-1	-10	5	1	-5
O=C(NC1CCCCCC1)C1Cc2ccccc2CN1C(=O)c1ccco1 (stereo not given)	6	16	0.0	-2	2.3	-3	5	1	-1	-2
NC(=O)N/N=C/c1ccc2cccc(OCc3ccccc3)c2n1	-2	1	-7.1	4	4.2	-2	6	i	-5	-1
CCOc1ccc(N2C(=O)CC(N(CCc3ccc(OC)c(OC)c3)C(=S)Nc3ccccc3)C2=O)cc1 (stereo not given)	-19&-30	7	0.3&0.3	3&0	8.9*	-8&0	7	24*!	15&11	-1&0
CCC1CCCCN1CCCNC(=O)c1ccc2nc(N3CCCCC3)sc2c1 (stereo not given)	-6	21	-0.5	-1	2.3	-9	7	-20	2	5
CCOC(=O)c1cc2occc2n1Cc1ccc(F)cc1	1	7	0.6	-1	0.1	0	1	5	-2	-9
CC(=NNC(=S)N1CCCC1)c1ccccn1	-3	-5	0.6	14	5.6	-5	-16	-10	3	3
O=C(NCCN1CCOCC1)c1sc2ccccc2c1Cl	-4	-5	-0.1	0	0.2	1	-2	-4	-3	1
COCc1nnc(NC(=O)CSCc2ccccc2)s1	-3	-3	-0.6	5	-0.4	3	4	-4	3	-9
CSc1ccc(/C=C2\NC(=O)NC2=O)cc1	0	-5	2.9	0	2.3	0	0	-28	-5	-2
O=C(O)CC(NC(=O)COc1ccc(Cl)cc1Cl)C(=O)O (stereo not given)	0	0	0.4	-1	2.3	7	-9	8	3	2
CSc1ccc(S(=O)(=O)N2CCC(C(=O)NCCCn3ccnc3)CC2)cc1	3	-11	0.1	1	0.1	3	-2	4	-5	8

# Following part:
mol	HGIII-sPLA2 inh	ARFGAP1 inh	KLK7 zymogen act	NPR1 activator	FXN GAA850 act	Tn6 DDE FP	ASAP1 GAP inh	ADAM10 inh	rCAG RNA binder	NPR2 activator
CC(CN1CCN(C)CC1)OC(=O)c1cccc(F)c1 (stereo not given)	-3	-9	0.2	1	0.7	-2	-16	-2	-3	-2
OC(c1ccc(F)cc1)c1nc(-c2csc3ccccc23)cs1 (stereo not given)	-2	6	1.3	-2	1.6	-2	0	8	1	0
COc1ccc(-c2noc(CNC(=O)c3ccc4c(c3)OCO4)n2)cc1	-8	-1	-0.1	-4	-0.8	1	5	-3	2	-2
COc1ccccc1-c1cc(N)n(S(=O)(=O)c2ccc(F)c(C)c2)n1	-3	-11	0.3	-2	1.0	6	-17	10	12	-5
CCC1CN(C(=O)N2CCC(C(=O)NCc3ccc(F)cc3)CC2)c2ccccc2O1 (stereo not given)	-4	-17	0.7	4	-2.8	1	-4	-7	-9	0
CN(C)CC/C=C1\c2ccccc2Sc2cc(F)c(Cl)cc21	8	-8	-0.5	-41	-1.3	2	-2	-14	8	-24
CCN(CC)CCN(C(=O)c1cc2ccccc2cc1OC)c1nc2ccc(F)cc2s1	-2	10	0.2	-10	2.7	0	14	7	1	-6
CCOC(=O)c1sc(=S)n(C)c1NC(=O)c1cccc(Br)c1	5	9	1.1	7	-2.3	6	-13	1	11	4
CCn1c(-c2cccc(Br)c2)n[nH]c1=S	23*	9	0.1	0	0.5	-11	5	-3	-2	1
N#CCCn1cc(C(=O)Nc2ccccc2Br)c(-c2cc3ccccc3o2)n1	-21	14	-1.5	-11	1.1	2	12	1	4	-2
Cc1cccc2cc(CN(CC3CCCO3)C(=S)Nc3ccccc3)c(=O)[nH]c12 (stereo not given)	-3	3	-0.2	3	-0.1	-2	-6	-8	-1	-2
O=C1CCN(Cc2ccccc2)CCN1CCSc1ccccc1	-1	8	-0.4	1	1.7	5	-7	-8	-11	1
Cc1ccc(C(=O)CSc2nc3c([nH]2)c(=O)n(C)c(=O)n3C)cc1	5	6	-0.5	-3	0.7	4	8	-7	3	-3
COc1ccc(S(=O)(=O)Nc2ccc3c(c2)C(=O)N([C@H](C)CO)C[C@H](C)[C@@H](CN(C)C(=O)NC2CCCCC2)O3)cc1	-2	-6	-0.6	0	-1.3	2	7	3	-3	1
C/C(CC(=O)Nc1cc(C)ccn1)=N\NC(=O)c1cccc(C)c1	3	5	-1.5	6	2.3	-6	10	-2	-2	2
